CendR NRP1 mod: NRP-1/CendR interaction modulation. inhibition, % at 25 µM. O14786. 0.85% of 360,000 active. AID 602438. FAM-RPARPAR peptide binding to NRP-1, fluorescence polarization;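 active = inhibition or corrected inhibition above about 18%, plus a signal ratio from 0.5 to 1.5, limit read from the data, passing the limit was not always enough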; also: strong numbers were not always called active
Target sequence (O14786 whole entry, looked up): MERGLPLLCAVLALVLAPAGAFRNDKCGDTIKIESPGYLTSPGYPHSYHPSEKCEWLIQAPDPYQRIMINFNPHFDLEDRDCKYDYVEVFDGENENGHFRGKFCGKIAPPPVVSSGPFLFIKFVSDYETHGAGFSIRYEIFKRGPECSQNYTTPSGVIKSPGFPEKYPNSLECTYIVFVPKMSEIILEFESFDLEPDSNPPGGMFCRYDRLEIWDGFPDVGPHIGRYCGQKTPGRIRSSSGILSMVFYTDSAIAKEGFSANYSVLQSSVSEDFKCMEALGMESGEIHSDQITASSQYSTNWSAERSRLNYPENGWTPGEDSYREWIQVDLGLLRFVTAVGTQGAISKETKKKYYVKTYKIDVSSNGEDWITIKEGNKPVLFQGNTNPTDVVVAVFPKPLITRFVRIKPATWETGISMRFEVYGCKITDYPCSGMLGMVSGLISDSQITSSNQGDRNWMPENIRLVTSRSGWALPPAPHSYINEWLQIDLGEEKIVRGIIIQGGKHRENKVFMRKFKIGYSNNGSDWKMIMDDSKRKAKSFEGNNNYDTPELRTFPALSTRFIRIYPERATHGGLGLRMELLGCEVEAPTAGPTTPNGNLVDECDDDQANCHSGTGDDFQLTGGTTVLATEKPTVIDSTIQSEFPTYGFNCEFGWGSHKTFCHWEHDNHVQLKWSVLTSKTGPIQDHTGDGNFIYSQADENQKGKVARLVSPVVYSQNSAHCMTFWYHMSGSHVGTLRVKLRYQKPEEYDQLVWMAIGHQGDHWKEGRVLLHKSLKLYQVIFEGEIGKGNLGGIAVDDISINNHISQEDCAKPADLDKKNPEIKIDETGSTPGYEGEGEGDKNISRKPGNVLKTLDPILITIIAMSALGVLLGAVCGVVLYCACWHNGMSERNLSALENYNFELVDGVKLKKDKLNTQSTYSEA
bovine MsrA act: activators of bovine methionine sulfoxide reductase A | purified bovine MsrA, absorbance read-out | activation, % at 10.6 µM | 0.3% of 360,000 active | AID 602163; in the data active = activation above about 7.5%;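 also: 0% = vehicle and 100% = reference activator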
E coli Lon inh: E. coli protease La inhibition. P0A9M0. purified E. coli Lon protease, fluorescence polarization. inhibition, % at 7.94 µM. 0.42% of 360,000 active; in the data active = inhibition above about 13%, passing the limit was not always enough;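 also: 0% = enzyme with probe and DMSO and 100% = no enzyme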
TbMetRS inhib: blocks T. brucei methionyl-tRNA synthetase activity | inhibition, % at 11.9 µM | purified T. brucei MetRS, ATP depletion, Kinase-Glo luminescence | 0.4% of 360,000 active | AID 624268;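 active = inhibition above a per-plate cutoff of the control wells' mean inhibition plus 3 SD, cut at about 5.5% in these data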;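 also: 0% = DMSO wells median and 100% = median of wells with control inhibitor compound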
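Dosing: 11.9 µM compound single dose, 0.9% DMSO; Assay system: purified T. brucei MetRS enzyme; Measured by: Kinase-Glo luciferase luminescence reporting remaining unconsumed ATP; Schedule: 15 min plus 2 h at 25 °C.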
DNMT1 inh: blocks human DNA methyltransferase DNMT1. P26358. inhibition (reported as % activation of signal), % at 10 µM. DNMT1 molecular beacon, Hinp1I cleavage, fluorescence. AID 588458. 0.83% of 360,000 active; in the data active = inhibition above about 50%
Scp1 inh: inhibitors of human Scp-1 phosphatase | 0.88% of 340,000 active | Recombinant Scp1, phosphopeptide, malachite green phosphate absorbance | inhibition, % at 20 µM | AID 493091 | Q9GZU7;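 active = inhibition above about 50% at 20 µM, limit read from the data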;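 also: plate controls were DMSO wells with enzyme for no effect and wells lacking enzyme for full effect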
Target sequence (Q9GZU7 76-261 limits assumed): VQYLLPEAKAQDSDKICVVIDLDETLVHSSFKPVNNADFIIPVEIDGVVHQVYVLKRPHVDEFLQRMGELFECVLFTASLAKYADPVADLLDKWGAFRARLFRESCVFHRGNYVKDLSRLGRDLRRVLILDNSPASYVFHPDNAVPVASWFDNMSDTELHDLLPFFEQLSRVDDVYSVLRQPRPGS
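Incubation: 45 min enzyme reaction at room temperature / System: truncated SCP-1 phosphatase (76-261aa) / Reagent: Phospho 17-mer peptide substrate / Buffer or medium: Acidic Tris acetate buffer with magnesium and detergent / Signal: absorbance at 630 nm / Doses: one concentration, 20 µM, with 1.0% DMSO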
SUMO1-SIM PPI: alters human SUMO1 binding to SIM partners | SUMO1 binding to a labelled peptide, TR-FRET, 1 h | inhibition, % at 20 µM | 0.33% of 360,000 active | AID 602429; in the data active = inhibition above about 37%
STEP inh: blocks human striatal-enriched tyrosine phosphatase; P54829; recombinant STEP, OMFP fluorogenic substrate, fluorescence; inhibition, % at 20 µM; 0.25% of 360,000 active; AID 588621;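 active = inhibition at 20 µM, scaled per plate between control wells, above about 37%, limit read from the data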;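 also: 0% = DMSO with enzyme and substrate and 100% = substrate only without enzyme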
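System: isolated STEP enzyme; schedule: 20 min enzyme reaction at room temperature, protected from light; medium: Bis-Tris buffer pH 6.0, 2.5 mM DTT, 0.005% Tween 20; signal: fluorescence, 480/540 nm; dosing: single compound dose of 20 µM, 1% DMSO final; also added: OMFP substrate, 25 µM final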
MsrA inh: bovine MsrA inhibition | purified bovine MsrA, absorbance read-out | inhibition, % at 15.5 µM | 0.75% of 360,000 active | AID 651718; in the data active = inhibition above about 4.5%;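 also: 0% = vehicle wells with enzyme and 100% = reference inhibitor wells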
LMPTP inh: blocks human LMPTP phosphatase; P24666; recombinant LMPTP-A, OMFP fluorogenic substrate, fluorescence intensity; inhibition, % at 20 µM; 0.22% of 360,000 active;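 active = compounds that cut the enzyme signal by at least half of the control window in the single-dose screen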;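 also: plate controls were DMSO wells with enzyme plus substrate for no effect and substrate without enzyme for full effect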
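Material: LMPTP-A; amount: 0.625 nM enzyme; doses: single 20 µM dose; times: reaction 50 min, room temperature, dark; technique: fluorescence intensity of OMFP turnover product; benchmarks: no-enzyme and uninhibited controls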
* = called active by the depositor; . = not tested or not shown.

SMILES | CendR NRP1 mod | bovine MsrA act | E coli Lon inh | TbMetRS inhib | DNMT1 inh | Scp1 inh | SUMO1-SIM PPI | STEP inh | MsrA inh | LMPTP inh
COC(=O)c1cn(C(=O)c2cc(Br)ccc2Cl)c2ccccc12 | -9.0 | 0.5 | 2.7 | -0.6 | -3.9 | -12.4 | 1.9 | 4.4 | -0.6 | 2.4
N#Cc1ccc(-c2ccc(Cl)cc2)nc1SCC(=O)c1cccc(Cl)c1 | -4.3 | -7.5 | -2.1 | -1.9 | 10.3 | -14.6 | -0.9 | -3.2 | -1.4 | 0.4
CC(=O)c1cc(-c2ccccc2)n(CCC(=O)NCc2cccs2)c1C | 1.1 | 5.0 | -15.0 | -0.8 | 4.6 | -11.2 | -0.6 | -8.1 | -0.3 | -0.8
Cc1nnsc1C(=O)NC1CCCCC1 | 7.1 | -0.7 | 4.1 | -0.2 | 2.8 | -0.4 | -1.4 | -2.8 | 0.0 | -0.4
CCOP(=O)(c1ccc(N(C)C)cc1)C(O)c1ccc(C)cc1 (stereo not drawn) | 2.3 | -1.6 | -5.2 | -0.3 | 1.1 | -7.1 | -2.2 | 2.0 | -0.9 | -1.0
Cc1ccc(NC(=O)CCc2nnc3ccc(N4CCC(C)CC4)nn23)nc1 | 4.1 | -2.1 | 7.3 | 0.2 | 1.2 | -2.5 | -4.8 | -0.2 | 1.6 | -0.8
COc1ccc(NC(=O)C/C(C)=N/NC(=O)c2cnccn2)c(OC)c1 | 12.0 | -0.3 | -13.6 | -0.5 | -1.4 | -3.6 | 5.3 | -0.7 | 1.3 | -1.1
COc1ccc(-c2cc(N)n(CCC#N)n2)c(OC)c1 | 10.9 | -2.3 | -3.7 | -0.4 | 2.9 | -4.7 | 2.8 | -0.7 | -1.3 | -1.2
Cc1occc1C(=O)N(C)Cc1nc(-c2ccccc2)no1 | 4.2 | -3.6 | 2.3 | -0.1 | -3.5 | -3.8 | 3.0 | -1.3 | 2.7 | -0.4
COc1ccc(-c2nnc(SCC(=O)N3CCCCC3)o2)c(OC)c1 | 0.5 | -0.2 | 6.4 | -0.4 | 3.4 | -6.3 | 1.4 | -0.5 | 0.1 | 0.1
COCc1ccc(CN2CCC(C(=O)Nc3cccc(-c4cscn4)c3)CC2)o1 | 1.3 | 0.0 | -7.0 | -0.2 | 0.8 | -5.5 | 1.0 | -0.9 | -0.3 | 0.1
COc1ccc(-c2csc3ncnc(N4CCN(S(=O)(=O)c5ccc(C)c(C)c5)CC4)c23)cc1 | -19.1 | -4.1 | -4.0 | -0.6 | 3.3 | 7.5 | -6.9 | 7.5 | -0.2 | 3.5

Continued, overlapping the part above by 2 compounds.
SMILES | CendR NRP1 mod | bovine MsrA act | E coli Lon inh | TbMetRS inhib | DNMT1 inh | Scp1 inh | SUMO1-SIM PPI | STEP inh | MsrA inh | LMPTP inh
COCc1ccc(CN2CCC(C(=O)Nc3cccc(-c4cscn4)c3)CC2)o1 | 1.3 | 0.0 | -7.0 | -0.2 | 0.8 | -5.5 | 1.0 | -0.9 | -0.3 | 0.1
COc1ccc(-c2csc3ncnc(N4CCN(S(=O)(=O)c5ccc(C)c(C)c5)CC4)c23)cc1 | -19.1 | -4.1 | -4.0 | -0.6 | 3.3 | 7.5 | -6.9 | 7.5 | -0.2 | 3.5
O=C(COC(=O)/C=C/c1cccc([N+](=O)[O-])c1)NCc1ccc2c(c1)OCO2 | 4.6 | -3.4 | 3.8 | 0.2 | -4.1 | -3.0 | 0.1 | -1.5 | -1.0 | -1.0
CN(Cc1ccc(F)cc1)C(=O)c1cccc(S(=O)(=O)N2CCN(c3ccccc3)CC2)c1 | -6.5 | -3.3 | 3.7 | -0.5 | -0.9 | -1.2 | -6.1 | 2.8 | -0.7 | -3.6
Cc1cnnn1-c1ccc([N+](=O)[O-])cc1 | 0.8 | -1.8 | -0.5 | -0.3 | 6.0 | -2.7 | -21.7 | -2.2 | 0.3 | 0.7
O=C(Cn1ncc2c(=O)oc3ccccc3c21)NCC1CCCO1 (stereo not drawn) | 9.0 | -1.7 | 0.8 | 1.8 | -3.1 | -1.2 | 5.8 | -1.2 | -0.1 | -3.1
COc1ccc(C2=CC(=O)C[C@H](c3ccc(F)cc3)C2)cc1OC | 3.3 | -3.7 | -2.2 | -0.4 | -5.1 | -11.0 | -42.9 | 0.0 | 1.7 | 0.6
COCCCn1c(=O)c2ccccc2n(Cc2cc(C(=O)OC)ccc2OC)c1=O | 10.1 | -1.9 | -2.0 | -0.9 | -4.7 | -5.1 | 6.1 | -0.1 | -0.8 | -1.3
O=C(Cn1nnc2c(cnn2-c2ccc(F)cc2)c1=O)Nc1ccccc1C(F)(F)F | 8.3 | -5.5 | -1.8 | -0.1 | 3.0 | -8.3 | -0.9 | 0.4 | 0.6 | -1.1
c1ccc2c3c([nH]c2c1)-c1[nH]ncc1CC3 | 0.2 | -3.2 | 6.1 | 16.1* | -18.5 | 0.2 | -2.2 | 5.8 | -1.1 | 1.8
CCN(CC)CCN(Cc1cc2cc3c(cc2[nH]c1=O)OCO3)C(=S)NCCCOC | 5.0 | -4.7 | -2.1 | 0.7 | 5.0 | 0.8 | 2.0 | 1.3 | 2.1 | -2.7
O=C(NCCS(=O)(=O)N1CCN(c2ccccc2)CC1)c1cc(=O)c2ccccc2o1 | -9.6 | -10.8 | 10.3 | -0.5 | 5.5 | . | -1.6 | -5.0 | -1.1 | 0.1
O=C(/C=C/c1ccc2c(c1)OCO2)c1cccnc1 | 5.3 | -7.4 | -1.2 | -0.6 | 4.9 | 4.5 | -14.8 | 1.2 | 2.2 | -0.5
C[C@H]1CN([C@@H](C)CO)C(=O)c2cc(C#Cc3ccccn3)cnc2O[C@@H]1CN(C)Cc1ccccc1 | 3.3 | -0.1 | 0.0 | 0.0 | 3.8 | . | 6.4 | 1.4 | -1.5 | -1.3
CCOC(=O)C1CCN(C(=O)COc2ccc(Cl)cc2Cl)CC1 | 13.4 | 0.9 | -0.5 | -0.2 | -0.3 | -4.3 | 1.1 | 4.9 | 0.3 | -3.2
CC1CCCN(C(=O)c2ccc(OC3CCN(CCc4ccccc4)CC3)cc2)C1 (stereo not drawn) | 17.1 | -2.8 | 4.5 | -0.1 | 3.5 | 0.2 | 0.3 | -4.4 | -1.1 | -0.5
Cc1nccc2oc(=O)c(NC(=O)c3ccc(Cl)cc3)cc12 | -7.9 | -2.0 | 4.6 | 0.6 | 0.7 | -4.2 | -17.1 | -1.5 | 1.6 | 2.3
CSCC[C@H](NC(=O)N1CCn2c1nc1ccccc12)C(=O)NCC1CCCO1 (stereo partly drawn) | 4.5 | -0.6 | -7.7 | -0.4 | -0.3 | -8.0 | 3.3 | -1.5 | -0.1 | -1.7
CC1(C)c2[nH]c3ccccc3c2C[C@H]2C(=O)N(Cc3ccccc3)C(=O)N21 | 4.2 | -1.0 | 1.7 | -0.2 | -3.3 | -16.8 | -1.8 | 1.3 | -0.8 | 1.4
Cc1oc(S(=O)(=O)N2CCCCC2)cc1NC(=O)Nc1ccc(Cl)cc1 | -7.9 | -2.7 | 6.6 | 1.9 | -2.5 | -14.8 | -1.9 | 1.4 | -1.3 | 1.4
CC12CCC(C(=O)N(CSC(=S)N/N=C\c3ccccc3)C1=O)C2(C)C (stereo not drawn) | -0.8 | -3.0 | -5.1 | 0.1 | -8.7 | -7.7 | -3.0 | -1.2 | 2.0 | 2.7
O=C1CC(SCc2nc3ccccc3[nH]2)C(=O)N1c1ccc(F)cc1 (stereo not drawn) | -12.6 | -3.7 | -2.9 | 1.7 | -1.8 | -6.2 | 0.3 | -1.9 | -0.2 | 2.7
CCN(CC)CCn1c(=N)n(CC(=O)c2ccc(C)cc2)c2ccccc21 | -0.5 | -3.3 | -1.8 | -0.3 | -4.3 | -8.7 | -7.8 | -3.6 | 0.3 | 1.8
O=C1NCCN1CCN1C(=O)c2ccccc2NC1c1ccccc1 (stereo not drawn) | 10.5 | -1.3 | 12.4 | -0.6 | -1.3 | -5.1 | 1.4 | -2.9 | 1.3 | -1.9
CC(C)CN1CCC(CN2CCNC(=O)C2=O)CC1 | 5.1 | -3.6 | -8.0 | -0.3 | 5.3 | -4.8 | -1.9 | -0.7 | -0.8 | -1.6
COC(=O)[C@@]1(C)[C@H]2C(=O)N(Cc3ccccc3)C(=O)[C@H]2[C@H]2CN=C(SCc3ccccc3)N21 | -0.2 | 2.3 | -2.7 | 0.3 | -1.2 | 6.8 | 3.6 | -5.2 | -0.5 | -0.4

Entries above with a nitro group on carbon (2):
SMILES | CendR NRP1 mod | bovine MsrA act | E coli Lon inh | TbMetRS inhib | DNMT1 inh | Scp1 inh | SUMO1-SIM PPI | STEP inh | MsrA inh | LMPTP inh
O=C(COC(=O)/C=C/c1cccc([N+](=O)[O-])c1)NCc1ccc2c(c1)OCO2 | 4.6 | -3.4 | 3.8 | 0.2 | -4.1 | -3.0 | 0.1 | -1.5 | -1.0 | -1.0
Cc1cnnn1-c1ccc([N+](=O)[O-])cc1 | 0.8 | -1.8 | -0.5 | -0.3 | 6.0 | -2.7 | -21.7 | -2.2 | 0.3 | 0.7

Next section.
SMILES | CendR NRP1 mod | bovine MsrA act | E coli Lon inh | TbMetRS inhib | DNMT1 inh | Scp1 inh | SUMO1-SIM PPI | STEP inh | MsrA inh | LMPTP inh
Cc1onc(-c2ccccc2)c1C(=O)N/N=C/c1cccs1 | 2.8 | -3.7 | 8.6 | -0.5 | -1.3 | 0.6 | -3.4 | -2.4 | 1.1 | -1.2
CCOc1ccc(Cl)cc1CSc1n[nH]c(C)n1 | 5.6 | -0.3 | 13.8 | 0.1 | 1.1 | 0.7 | -0.8 | 2.4 | 0.1 | 0.8
CCCCn1c(N)c(N(CCOC)C(=O)c2ccc(C)o2)c(=O)[nH]c1=O | -3.0 | -1.8 | 7.6 | -0.2 | 7.5 | 12.7 | 11.4 | 3.6 | -0.2 | 3.2
O=C(CCN1C(=O)c2ccccc2C1=O)NCc1ccccc1 | -0.2 | -7.6 | -5.3 | -0.5 | 2.8 | 5.8 | -10.1 | -2.4 | -0.1 | -0.5
Cc1cc(C)n2nc(N)c(N=Nc3ccccc3)c2n1 | -2.1 | -2.2 | -11.4 | 0.0 | 0.4 | -4.3 | -9.3 | 1.3 | 5.2* | 0.7
CCOc1ccc(S(=O)(=O)Nc2ccc(C(=O)N3CCCC3)cc2)cc1 | -11.0 | -1.3 | 9.4 | -0.4 | -1.8 | 4.0 | -1.2 | -1.0 | 1.5 | 1.7
Cc1ccc(C(C(=O)NCc2ccccc2)N(Cc2ccco2)C(=O)c2snc(C(N)=O)c2N)o1 (stereo not drawn) | 5.6 | -0.2 | -7.1 | -0.3 | 1.1 | -5.2 | -13.4 | -1.0 | 0.4 | 1.7
CCn1c(SCC(=O)NC2CC2)nnc1-c1ccc(C)cc1 | 8.3 | -1.8 | 3.5 | -0.8 | -2.1 | 1.0 | 12.4 | 0.4 | 1.1 | -0.6
CCCC(=O)N1CCC1(C)C(=O)Nc1ccccc1C(C)(C)C (stereo not drawn) | 17.7 | -1.6 | -5.1 | -0.3 | 0.3 | . | -2.7 | -2.3 | -0.4 | -0.1
Cc1ccc(S(=O)(=O)N2CCN(C(=O)CCCN3C(=O)NC4(CCCC4)C3=O)CC2)cc1C | 16.9 | -11.2 | -5.0 | -0.5 | 2.2 | 3.2 | 0.2 | 1.7 | 1.5 | -0.1
